S1P1 agonist = activates the human S1P1 receptor; S1P1 agonist cell-based reporter assay; 1.5% of 16,000 active; activation, % at 4.5 µM; in the data active = activation above about 80%
Target sequence (P21453 whole entry, looked up): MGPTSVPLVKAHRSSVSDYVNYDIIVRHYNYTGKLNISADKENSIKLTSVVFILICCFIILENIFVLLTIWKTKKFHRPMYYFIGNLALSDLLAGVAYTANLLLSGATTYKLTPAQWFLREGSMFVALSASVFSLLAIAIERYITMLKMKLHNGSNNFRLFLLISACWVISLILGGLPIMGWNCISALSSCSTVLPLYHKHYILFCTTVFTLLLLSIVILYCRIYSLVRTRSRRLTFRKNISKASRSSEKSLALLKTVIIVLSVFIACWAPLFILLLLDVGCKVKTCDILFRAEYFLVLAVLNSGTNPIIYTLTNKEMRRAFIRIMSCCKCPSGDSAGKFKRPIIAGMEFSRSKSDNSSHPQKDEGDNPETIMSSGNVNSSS
Nox1 inhibitor = human Nox1 inhibition; Q9Y5S8; HT29 cells, luminol chemiluminescence ROS; inhibition, % at 6.7 µM; 0.81% of 16,000 active; AID 1792
PME-1 Maybr inh = inhibitors of human PME-1 in Maybridge library | 0.5% of 16,000 active | recombinant PME-1, FP-Rh probe fluorescence polarization | AID 2291 | inhibition, % at 9 µM; in the data active = inhibition above about 30%
luminol inh ctr = quenches luminol chemiluminescence in Nox1 counter-screen; HRP/luminol/H2O2 chemiluminescence counterscreen; inhibition, % at 6.7 µM; 0.4% of 16,000 active; also: reference of the scale not given here
KOR antag MB = OPRK1 (human) antagonism, Maybridge screen | P41145 | OPRK1 cells, antagonist mode, fluorescence readout | inhibition, % at 9 µM | 0.4% of 16,000 active; in the data active = inhibition above about 50%
Target sequence (P41145 whole entry, looked up): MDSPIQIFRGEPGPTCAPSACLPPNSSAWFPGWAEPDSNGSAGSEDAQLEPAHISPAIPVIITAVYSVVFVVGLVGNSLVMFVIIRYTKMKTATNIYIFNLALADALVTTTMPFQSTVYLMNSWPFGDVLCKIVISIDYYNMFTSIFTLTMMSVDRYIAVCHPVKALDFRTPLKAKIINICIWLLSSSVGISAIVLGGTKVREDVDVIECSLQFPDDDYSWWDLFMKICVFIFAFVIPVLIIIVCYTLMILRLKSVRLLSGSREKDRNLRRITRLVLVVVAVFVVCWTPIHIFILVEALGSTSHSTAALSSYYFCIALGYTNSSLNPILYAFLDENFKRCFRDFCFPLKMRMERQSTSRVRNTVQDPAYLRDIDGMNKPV
rat GALR2 agon = agonists of rat galanin receptor 2 (GALR2). O08726. cell-based GALR2 agonist screen. activation, % at 10 µM. 0.5% of 16,000 active. AID 833; in the data active = activation above about 15%
TLR4 MyD88 blk = TLR4-MyD88 interaction inhibition; Cell-based TLR4-MyD88 binding inhibition assay; inhibition, % at 10 µM; 0.06% of 16,000 active; AID 811; in the data active = inhibition above about 45%
NOTCH agonist = agonists of NOTCH signaling | activation, % at 2.5 µM | AID 434982 | NOTCH signaling luciferase reporter cells, luminescence | 0.4% of 15,000 active; in the data active = activation above about 2.2%
Active calls of the source: *; nt = no result given. Rule as the data show it, unless noted: active = inhibition above about 75%; inactive = the rest. This is a random part of the collection (roughly 4.8% active in at least one column).

SMILES | S1P1 agonist | Nox1 inhibitor | PME-1 Maybr inh | luminol inh ctr | KOR antag MB | rat GALR2 agon | TLR4 MyD88 blk | NOTCH agonist
COc1ccc(OC)c(S(=O)(=O)c2ccc([N+](=O)[O-])cc2Cl)c1 | -5 | 89* | 2 | 4 | -7 | -11 | 9 | -0.8
CCCc1nn(S(=O)(=O)c2ccc(F)cc2F)cc1C(=O)OCC | 11 | -49 | 4 | -1 | -2 | -6 | 3 | -0.1
CN(C)CC#Cc1cncc(C(=O)NN)c1 | 6 | -24 | 2 | 6 | 14 | -7 | 9 | -0.3
N/C(=N\OC(=O)c1cccc(C(F)(F)F)c1)c1ccc(OCC(F)(F)F)nc1 | 84* | -52 | -3 | 1 | -12 | -6 | 0 | -0.6
COc1ccc(OCC(O)CNC(=O)c2ccc(C)cc2)cc1 (stereo not given) | -1 | 4 | -1 | 2 | -12 | -7 | 1 | -0.3
COc1cc(OC)c(OC)cc1Br | -2 | -16 | -1 | 1 | 12 | 0 | 2 | -0.9
Cc1ccc2c(C(=O)O)cc(-c3ccccc3)nc2c1 | -2 | -3 | 3 | 4 | -8 | 0 | -4 | -0.1
CCOC(=O)C(=CNNc1ccnc2cc(Cl)ccc12)C(=O)OCC | 23 | 84* | 8 | 3 | 8 | -3 | 9 | 0.1
C=CCSc1ncc2c(=S)[nH]c(=S)[nH]c2n1 | 17 | -103 | -63 | 0 | 23 | -4 | 23 | -0.7
O=C(On1nnc2ccccc2c1=O)c1cccc(N2C(=O)C=CC2=O)c1 | 1 | 8 | 4 | -7 | -8 | -6 | -1 | -0.7
COc1ccc(OCCNC(=O)c2ccc(OC(F)(F)F)cc2)cc1 | -11 | -20 | 3 | -1 | -14 | -3 | 2 | 0.3
CC(=O)Nc1ccc(/C(N)=N/O)cc1 | -10 | 26 | 5 | -9 | 9 | -6 | 2 | -0.3
CCOC(=O)c1cnn(C(=O)Cc2cccc(OC)c2)c1N | -3 | -14 | -1 | -4 | -4 | -7 | -3 | -0.2
CC(Oc1ccc(OC(F)(F)F)cc1)C(=O)O (stereo not given) | 4 | -17 | 6 | -4 | 1 | -4 | 12 | -0.4
CC(C)c1ccc(N=C(N)N=C(N)N)c(Br)c1 | 11 | -35 | -1 | -1 | 31 | -9 | -13 | -1.5
C/C(Cc1ccccc1)=N\NC(=O)c1ccncc1 | -11 | -41 | 1 | 10 | 11 | -6 | -2 | -0.6
CCOC(=O)C(C(=O)OCC)c1ccc(OCc2ccccc2)cc1 | 21 | -7 | 2 | -5 | 12 | -5 | -6 | 0.0
O=C(CCN1CCC(c2ccc(Cl)s2)=N1)c1ccc(Cl)s1 | 11 | -37 | -1 | -2 | -6 | -7 | 3 | 3.4*
Cc1csc2sc(/C=C(\C#N)S(C)(=O)=O)c(C)c12 | 1 | -32 | -1 | -1 | -5 | -3 | 6 | -0.1
Cc1noc(/C=C/c2cccn2S(=O)(=O)c2ccccc2Cl)c1[N+](=O)[O-] | 4 | 28 | 4 | -5 | 5 | -5 | 0 | -6.4
O=C(NCc1csc2ccc(Cl)cc12)c1ccno1 | 1 | 16 | -2 | 3 | -2 | -5 | 3 | 0.3
CC(C)(C)c1ccc(-c2nnc(NC(=O)C(Cl)Cl)s2)cc1 | 8 | -19 | -1 | 0 | 5 | -5 | -1 | -0.2
Cn1c(SCc2ccc(-c3nnco3)cc2)nnc1C(F)(F)F | -5 | 1 | -1 | -4 | 11 | -1 | 9 | -0.3
O=C1c2ccccc2S(=O)(=O)N1Cc1csc(-c2ccc(Cl)cc2)n1 | 15 | 23 | 4 | -7 | 4 | -8 | -7 | 1.0
Cc1nn(Cc2nnc(-c3cccs3)o2)c(C)c1Br | -6 | -3 | 1 | 0 | -1 | -8 | -6 | -0.4
O=C(Nc1ccccc1)O/N=C1/CCCc2occc21 | -2 | -3 | -2 | -6 | -8 | -8 | -2 | 0.2
CSc1nc(-c2cnccn2)nc(-c2ccco2)c1C#N | -11 | -22 | 2 | -8 | -15 | -6 | 0 | nt
COc1ccc(OC)c(CCOS(=O)(=O)c2ccc(C)cc2)c1 | 2 | -44 | 6 | 3 | -10 | -8 | 3 | 0.1
Cc1nn(C)c(C)c1S(=O)(=O)NC1CCCCNC1=O (stereo not given) | 0 | -6 | -1 | -2 | -2 | -5 | -6 | -0.1
CCCN1CCCC(NC(=S)Nc2ccc(Br)cc2C)C1 (stereo not given) | -9 | -67 | 2 | 1 | 2 | -6 | -2 | -1.0
COc1ccc(C(=O)/C=C/OC(=O)c2ccc(Cl)cc2)cc1 | -15 | 14 | -1 | -3 | 5 | -4 | -7 | -0.2
Cc1[nH]c2ccccc2c1SCc1n[nH]c(=S)n1C | 0 | 7 | 34* | 1 | -99 | 20* | -7 | 0.1
CC(=O)Nc1ccc(CC(C#N)C#N)cc1 | -19 | -18 | 1 | -2 | 12 | -3 | -4 | 0.3
S=C(NC1CCCCC1)NC1CCCC1 | 3 | -10 | 3 | -1 | 2 | -4 | -8 | -0.5
CCc1ccc2c(c1)Cc1ccccc1-2 | 6 | 11 | 4 | -9 | 2 | -2 | 2 | 0.1
COc1ccc(CC(N)=S)cc1 | 12 | -7 | 4 | -2 | 19 | -7 | 5 | 0.1
O=C(COc1ccc(C2SCCS2)cc1)Nc1cc(Cl)cc(Cl)c1 | 11 | 2 | 124* | 3 | 20 | -7 | -2 | -0.3
O=C1Nc2ccccc2S/C1=C/c1ccccc1 | -1 | -11 | 0 | 0 | -42 | -10 | -5 | -1.2
CCOC(=O)c1ccc(Oc2ccc(Cl)cc2Cl)c([N+](=O)[O-])c1 | 94* | 29 | -3 | -1 | -12 | -4 | 0 | -0.8
Cc1onc(-c2ccccc2Cl)c1C(=O)O/N=C(\N)c1ccc2c(c1)OCO2 | 7 | 19 | 3 | -4 | 0 | -8 | -2 | -0.5
O=C(CSc1n[nH]c(=O)n1C1CC1)Nc1ccccc1 | -22 | -18 | 0 | 2 | 10 | -6 | -4 | -0.6
O=C(NC(=O)c1ccccc1O)c1ccoc1 | -4 | 5 | 6 | -2 | 15 | -4 | 0 | -0.5
Nc1nc(N)c2nc(CO)cnc2n1 | -12 | -28 | 0 | 1 | 0 | -5 | -4 | -0.5
N#Cc1ccc(-c2csc(-c3ccc(-c4csnn4)cc3)n2)cc1 | -2 | -25 | -13 | 3 | -8 | -9 | 0 | nt
Oc1c(Cl)cc(Cl)cc1C=Nc1ccccc1N1CCCCCC1 | -6 | 9 | -4 | 5 | 9 | -2 | 3 | -1.3
N#Cc1cnn(-c2cccc(Cl)c2)c1-n1cccc1 | 26 | -56 | -6 | 4 | 11 | -5 | 0 | -0.1
COC(=O)CSC(=O)NC(=O)c1ccccc1Oc1ccc(Cl)cc1Cl | 34 | -7 | 3 | -1 | -19 | 3 | -7 | -0.8
C/C(=N\O)c1ccn(S(=O)(=O)c2ccc(Cl)cc2)c1 | 33 | 22 | 2 | -6 | 19 | -8 | -7 | -0.4
COc1cccc(-c2c(OC)cccc2C2CCCCN(C)C2=O)c1 (stereo not given) | 3 | 9 | 6 | -6 | -3 | -6 | -6 | -0.2
N/C(=N\O)c1ccc(N2CCN(c3ncccc3C(F)(F)F)CC2)nc1 | 16 | 48 | 5 | -3 | 12 | -3 | 9 | -0.9

The list goes on:
SMILES | S1P1 agonist | Nox1 inhibitor | PME-1 Maybr inh | luminol inh ctr | KOR antag MB | rat GALR2 agon | TLR4 MyD88 blk | NOTCH agonist
O=C(Oc1ccc([N+](=O)[O-])cc1C1SCCS1)c1ccc(Cl)cc1 | 1 | -16 | 2 | 7 | 3 | 2 | 3 | -0.9
O=C(NC(=O)c1ccccc1F)NC1CC1 | -6 | -47 | -2 | 3 | -7 | 1 | 12 | 0.1
Cc1ccc2[nH]c(=S)n(C3CC4C=CC3C4)c(=O)c2c1 (stereo not given) | -5 | -22 | -6 | -1 | -24 | -5 | 5 | -0.1
O=C(Nc1ccccc1)OCc1cc(-c2ccccc2)c(C(F)(F)F)s1 | 94* | -9 | -22 | -1 | 6 | -10 | 2 | -0.1
FC(F)(F)c1ccnc(N2CCC(NC(=S)NC3CC3)CC2)n1 | 3 | -2 | 6 | -4 | 12 | -4 | 3 | -0.4
CCOC(=O)c1cc(NC(=O)c2cc3ccccc3oc2=O)sc1CC | 2 | -35 | -2 | 4 | 23 | -4 | 0 | -0.3
Cc1ccc(C(=O)N(c2ccccc2)n2c(-c3cccc([N+](=O)[O-])c3)csc2=S)cc1 | 8 | -75 | -4 | 4 | -26 | -7 | -8 | -0.2
CCOC(=O)CNC(=S)NN(C)C | -5 | -3 | 2 | -3 | 3 | -3 | -3 | -0.2
COc1ccc2c(c1)C(=O)N(c1ccc(C)cc1)C(=O)C2 | 15 | -100 | -1 | -9 | 19 | -7 | -16 | -0.2
O=C(Nc1ccc(-c2cn3c(n2)SCC3)cc1)c1cccnc1Oc1ccccc1 | -31 | -10 | -1 | 4 | -5 | -1 | -2 | 0.1

Shown as tab-separated lines: part of the list above
molecule	S1P1 agonist	Nox1 inhibitor	PME-1 Maybr inh	luminol inh ctr	KOR antag MB	rat GALR2 agon	TLR4 MyD88 blk	NOTCH agonist
N#Cc1ccc(-c2csc(-c3ccc(-c4csnn4)cc3)n2)cc1	-2	-25	-13	3	-8	-9	0	nt
Oc1c(Cl)cc(Cl)cc1C=Nc1ccccc1N1CCCCCC1	-6	9	-4	5	9	-2	3	-1.3
N#Cc1cnn(-c2cccc(Cl)c2)c1-n1cccc1	26	-56	-6	4	11	-5	0	-0.1
COC(=O)CSC(=O)NC(=O)c1ccccc1Oc1ccc(Cl)cc1Cl	34	-7	3	-1	-19	3	-7	-0.8
C/C(=N\O)c1ccn(S(=O)(=O)c2ccc(Cl)cc2)c1	33	22	2	-6	19	-8	-7	-0.4
COc1cccc(-c2c(OC)cccc2C2CCCCN(C)C2=O)c1 (stereo not given)	3	9	6	-6	-3	-6	-6	-0.2
N/C(=N\O)c1ccc(N2CCN(c3ncccc3C(F)(F)F)CC2)nc1	16	48	5	-3	12	-3	9	-0.9
O=C(Oc1ccc([N+](=O)[O-])cc1C1SCCS1)c1ccc(Cl)cc1	1	-16	2	7	3	2	3	-0.9
O=C(NC(=O)c1ccccc1F)NC1CC1	-6	-47	-2	3	-7	1	12	0.1
Cc1ccc2[nH]c(=S)n(C3CC4C=CC3C4)c(=O)c2c1 (stereo not given)	-5	-22	-6	-1	-24	-5	5	-0.1
O=C(Nc1ccccc1)OCc1cc(-c2ccccc2)c(C(F)(F)F)s1	94*	-9	-22	-1	6	-10	2	-0.1
FC(F)(F)c1ccnc(N2CCC(NC(=S)NC3CC3)CC2)n1	3	-2	6	-4	12	-4	3	-0.4
CCOC(=O)c1cc(NC(=O)c2cc3ccccc3oc2=O)sc1CC	2	-35	-2	4	23	-4	0	-0.3
Cc1ccc(C(=O)N(c2ccccc2)n2c(-c3cccc([N+](=O)[O-])c3)csc2=S)cc1	8	-75	-4	4	-26	-7	-8	-0.2
CCOC(=O)CNC(=S)NN(C)C	-5	-3	2	-3	3	-3	-3	-0.2
COc1ccc2c(c1)C(=O)N(c1ccc(C)cc1)C(=O)C2	15	-100	-1	-9	19	-7	-16	-0.2
O=C(Nc1ccc(-c2cn3c(n2)SCC3)cc1)c1cccnc1Oc1ccccc1	-31	-10	-1	4	-5	-1	-2	0.1

Further entries follow:
SMILES | S1P1 agonist | Nox1 inhibitor | PME-1 Maybr inh | luminol inh ctr | KOR antag MB | rat GALR2 agon | TLR4 MyD88 blk | NOTCH agonist
O=C1/C(=C/c2csc3ccccc23)CCc2ccccc21 | 29 | -49 | -7 | -1 | 17 | -5 | 2 | -0.5
Nc1nnc(SCc2c(-c3ccccc3)nnn2-c2ccc(F)cc2F)s1 | 11 | -18 | 1 | 1 | -9 | -9 | -9 | -1.0
O=C(CCSc1ccc(Cl)cc1)c1ccc(Cl)cc1 | 9 | -16 | 0 | -4 | 10 | -6 | -4 | -6.5
Cn1nc(C(C)(C)C)cc1C(=O)NCc1ccc2c(c1)CCO2 | 80* | 5 | -1 | -1 | -14 | -9 | 4 | -0.5
CC(C)(C)C(=O)Nc1ccn([C@H]2C[C@H](O)[C@@H](COC(=O)C(C)(C)C)O2)c(=O)n1 | 3 | 13 | 4 | -4 | 9 | 0 | -7 | 0.4
COc1ccc(OC)c(CNC(=O)Cc2cccs2)c1 | 3 | 10 | 6 | -8 | 3 | -5 | -1 | 0.1
CC(=O)C1CC(=O)OC(c2ccccc2)=N1 (stereo not given) | -11 | -10 | 4 | 1 | -2 | -4 | -2 | -0.8
O=S(=O)(Nc1ccccc1SCc1c(F)cccc1Cl)c1cccs1 | 14 | -36 | 5 | -2 | 8 | -8 | 5 | 0.8

Assay outcomes as filed in PubChem.
